# HSF1 inhib – HSF1 inhibition; NIH3T3-HGL HSE-luciferase, MG132-induced, luminescence 8 h; hits give low values; activity change, negative = inhibition, % at 7.5 µM (by protocol); actives 0.77% (n = 300,000);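 active = more than half of replicate wells show activity change below -50%, luminescence cut by over half; inconclusive = some wells, but at most half, below -50%; inactive = no replicate well below -50%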;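 note: luciferase reports HSF-1 transcriptional activity via heat shock element; 0% = median of DMSO wells and -100% = zero luminescence signal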
# Platelet DG rel – modulates dense granule release in human platelets; human platelet-rich plasma, SFLLRN dense granule ATP release, luminescence; inhibition, %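 (compounds screened at 7.5 µM in platelet-rich plasma)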; actives 0.22% (n = 300,000); AID 1663;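 active = mean replicate score, as percent of positive control, at or above 50; inconclusive = mean below 50 but at least one replicate at or above 50; inactive = mean and every replicate below 50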
# HSP90 inh – HSP90 refolding inhibition in rabbit reticulocyte lysate | actives 0.91% (n = 290,000) | inhibition, % at 5.6 µM | AID 1789 | luciferase refolding luminescence, 3 h;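 active = inhibition above the screen-wide mean plus 3 SD, computed separately per campaign, cut at about 16% in these data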;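 note: 0% = DMSO wells and 100% = 60 µM geldanamycin wells; inhibitors lower the luminescence because luciferase stays unfolded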
# SKKanGAS inh – blocks kanamycin growth of S. pyogenes SKKanGAS strain; inhibition, % at 7.5 µM; BacTiter-Glo, 6 h; actives 1.3% (n = 300,000);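 active = mean replicate score, as percent of positive control median, at least 50; inconclusive = mean below 50 but one replicate at or above 50; inactive = mean and every replicate below 50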;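 note: strain carries kanamycin resistance gene driven by streptokinase promoter and grows in 40 µg/ml kanamycin; loss of luminescence reflects streptokinase promoter inhibition or plain growth inhibition; 0% = median of DMSO wells and 100% = positive control at its reference dose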
# IEC-6 cytotox – counter-screen for KLF5 inhibitors: cytotoxicity in IEC-6 cells. IEC-6 cytotoxicity, luminescence viability. inhibition, % at 5 µM. actives 0.78% (n = 290,000); in the data active = inhibition above about 22%;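 note: 0% = plate median of test compound wells and 100% = cytotoxic reference compound wells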
# HSF1 activator – increases HSF-1 driven luciferase reporter signal; activation, % at 9 µM; actives 1.7% (n = 300,000); NIH3T3-HGL HSF-1 luciferase reporter, MG132, 8 h; 100% = twice DMSO control signal; AID 504408;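 active = mean replicate activation of at least 50% with a set share of replicates each reaching 50%; inconclusive = only one of those two conditions met; inactive = mean below 50% and too few replicates reaching it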;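 note: 0% = median of the neutral control wells and 100% = twice that signal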
# AI-2 QS mod – Vibrio harveyi AI-2 quorum sensing modulation. AID 2094. activity change, % at 7.5 µM. Vibrio harveyi JMH597 AI-2 luminescence/OD600 ratio, 9 h; hits give low values; strain lacks LuxN and CqsS sensors; 0 = neutral-control median. actives 0.4% (n = 300,000); in the data active = activity change below about -75%, passing the limit was not always enough; inconclusive = no clear call, values can overlap the other calls;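 note: luminescence divided by OD600 gain over 9 h not by final OD600 alone; inactives centre near 13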
# HIF activator – HIF pathway transcriptional activation | activation, % at 7.5 µM (by protocol) | actives 0.32% (n = 300,000) | U2OS HRE-luciferase reporter, luminescence; normalized: DMSO 0%, desferrioxamine 100%;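 active = mean activation of at least 10% of the iron chelator positive control signal, with at least half of replicates also reaching 10%; inconclusive = mean and replicate majority disagree about reaching 10%; inactive = mean and most replicates under 10%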
# aSyn UTR inh – 5' untranslated region of α-synuclein, MLPCN primary screen; inhibition, % (tested at 7.5 µM); alpha-synuclein 5'UTR reporter, inhibitor activity; actives 0.82% (n = 300,000); in the data active = inhibition above about 60%; inconclusive = no clear call, values can overlap the other calls;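 note: H4 neuroglioblastoma cells stably carrying SNCA 5'UTR luciferase fusion; 0% = DMSO wells and 100% = positive control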
# KLF5 inh – inhibitors of KLF5 expression. DLD-1 KLF5 promoter-luciferase reporter, luminescence. inhibition, % at 5 µM. actives 0.23% (n = 290,000);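 active = inhibition above a per-plate limit of that plate's mean compound inhibition plus 3 SD, cut at about 60% in these data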;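 note: 0% = DMSO wells and 100% = LY294002 at 200 µM; higher means less KLF5 promoter-driven luciferase light; inactives centre near -14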
# Numbers without * were called inactive; ? = inconclusive; nt = no result given. An unsorted share of the library. Share with any hit: about 6%.
SMILES,HSF1 inhib,Platelet DG rel,HSP90 inh,SKKanGAS inh,IEC-6 cytotox,HSF1 activator,AI-2 QS mod,HIF activator,aSyn UTR inh,KLF5 inh
CC1CC(C)CN(C(=O)Cn2c(=O)n(CCCC(=O)NCc3ccco3)c(=O)c3sccc32)C1 (stereo not given),11,10,-3,-6,2,39,-1,0.3,-14,-5
COc1ccc(C(=O)/C=C/C(=O)N(CC(=O)NC2CCCCC2)CC2CCCO2)c(O)c1 (stereo not given),1,33,4,-36,11,4,0,16*,73*,-2
CC(C)(C)NC(=O)NC(=O)CN1CCN(c2cccc(Cl)c2)CC1,-2,-17,0,-3,0,-11,18,-0.2,11,-34
CSc1ccc(S(=O)(=O)N2CCC(C(=O)Nc3ccc(NC(C)=O)cc3)CC2)cc1,-7,14,2,11,8,14,0,-0.4,29,-30
CC(C)[C@H](NC(=O)c1nn(Cc2ccccc2)c(=O)c2ccccc12)C(=O)O,-4,-5,-4,-2,-2,-4,48,0.5,0,-15
CCCN(CC(=O)Nc1ccccc1C)C(=O)c1ccc(NC2CC2)c([N+](=O)[O-])c1,2,0,nt,4,nt,-5,33,-1.1,-3,nt
COc1cc(NC(c2ccccc2)c2ccccc2)cc(OC)c1OC,-1,-1,5,11,0,14,3,0.0,15,19
O=C(OCCCCN1C(=O)c2ccccc2C1=O)c1ccc(Br)o1,20,0,-1,4,1,3,-36,0.2,3,-39
COc1cccc(C2CC(c3ccc(Br)cc3)=NN2C(=O)c2ccncc2)c1OC (stereo not given),2,3,4,11,-1,11,-7,0.9,8,-24
COc1ccc(NC(=O)Cn2nnc(C(=O)NCc3ccco3)c2N)cc1,-10,-6,-2,3,4,0,37,-0.1,11,16
Cc1ccc(NC(=O)C(C)N2C(=O)c3ccccc3C2=O)c(C)c1 (stereo not given),-1,-1,2,7,-3,17,7,1.3,-14,6
O=C(CN1CCN(Cc2ccc(Cl)cc2)CC1)N/N=C/C=C/c1ccccc1[N+](=O)[O-],10,2,3,5,2,-1,0,-0.6,-10,3
COC(=O)C1=C(C(=O)OC)[C@@H]2Nc3ccccc3[C@@]23C[C@@H](C(=O)OC)N(C(=O)c2cc(C)oc2C)C3=N1,2,-1,nt,0,nt,2,39,0.9,14,nt
O=C(NC(=S)Nc1ccc2[nH]c(=O)[nH]c2c1)c1ccccc1Cl,7,1,-6,8,-7,2,30,0.1,17,-15
CN(C)CCCNC(=O)c1ccc(CN(c2ccccc2)S(C)(=O)=O)cc1,3,-1,2,-3,2,-8,8,-0.2,10,-19
Cc1ccccc1NC(=O)c1ccc(COc2ccc3c(C)cc(=O)oc3c2)cc1,-5,2,1,3,-9,-4,14,0.1,-2,-22
CCOC(=O)/C(C#N)=C1/C=CNC(=O)N1,-6,-4,3,4,6,0,15,-0.5,30,-38
C/C(=N\NC(=O)c1c(Cl)c(C)nn1C)c1ccc(NC(=O)C2CCC2)cc1,2,-8,0,1,73*,10,31,3.3,44,65*
Cc1cc(C(=O)OCC(=O)N(C)C2CCS(=O)(=O)C2)c(C)n1-c1ccccc1 (stereo not given),-10,6,-1,1,-6,6,3,-0.4,3,-2
COc1ccc(N/C(N)=N/c2nc(C)c(Cc3ccccc3)c(=O)[nH]2)cc1,-5,-17,3,6,-7,5,0,-43,-5,-36
CCN1C(=O)[C@H]2[C@@H](c3ccc(C)cc3)N3C(=O)N(c4cccc(Br)c4)C(=O)[C@@]3(CC(C)C)[C@H]2C1=O,4,-5,nt,3,nt,0,32,-0.5,21,nt
Cc1cc(C)cc(-n2c(=O)c3ccccc3n(CC(=O)NCC3CCCO3)c2=O)c1 (stereo not given),0,1,-5,10,-1,8,nt,0.3,-6,-10
Cc1cc(S(=O)(=O)NCc2cccnc2)ccc1F,1,2,-4,-2,-7,10,nt,-1.6,6,-19
CC1CCN(C(=O)CNC(=O)Cc2ccccc2)CC1,-7,26,-1,-5,2,-4,9,0.6,-18,-20
Cc1nn(CCC(=O)N2CCN(S(=O)(=O)c3ccc(Cl)cc3)CC2)c(C)c1C,-1,4,-4,0,0,4,25,-0.1,15,-8
Cc1ccc2[nH]c3c(c2c1)CN(C(=O)CN(C)CC1OCCO1)CC3,-5,4,2,-2,4,4,15,-0.5,-25,-7
CCCNC(=O)OCc1cccnc1Sc1ccc(C)cc1,6,-1,-6,1,-3,26,9,1.4,-22,-83
COc1ccc(N/C(=N/c2nc(C)cc(C)n2)NC(=O)c2ccccc2)cc1,0,12,3,-8,5,-1,10,0.1,-16,-9
COc1cccc(C(=O)N2CCC(n3nccc3NC(=O)C(OC)c3ccccc3)CC2)c1 (stereo not given),2,3,3,30,9,-6,10,-0.3,9,1
CCN1C(=O)NC(c2cccnc2)C(C(=O)OC)=C1C (stereo not given),1,2,1,4,4,27,7,-0.5,14,1
O=C(CCn1c(=S)oc2ccccc21)Nc1ccccc1F,0,-6,1,-4,1,-16,10,-0.6,22,-4
COc1ccc(S(=O)(=O)N2CCCCC2)cc1NC(=S)Nc1ccccc1,4,22,-2,0,0,-9,22,-0.3,-11,-38
COc1cccc(OCc2cc(C(=O)N(C)C3CC(C)(C)NC(C)(C)C3)no2)c1,-1,4,-5,1,10,3,22,0.1,-4,-16
CCCCC(=O)Nc1nnc(CCOC)s1,-3,2,-4,5,-1,-1,16,-0.2,-6,-15
CCOC(=O)C1CCN(S(=O)(=O)c2ccc(Cl)cc2OC)CC1,7,3,-1,5,-3,6,1,0.1,27,-5
COc1ccc2ccccc2c1/C=N/NC(=O)c1nnn(-c2nonc2N)c1C(C)C,3,-6,5,1,-3,20,39,-0.5,15,-14
O=C(Nc1nc(C2C3CC4CC(C3)CC2C4)cs1)c1cc2cc([N+](=O)[O-])ccc2oc1=O (stereo not given),-12,-1,2,6,-4,3,11,-1.2,34,0
CC(=O)N1CCOc2ccc(S(=O)(=O)N3CC(C)CC(C)C3)cc21 (stereo not given),1,10,-5,-4,2,-3,23,0.0,0,-34
COC(C[C@H]1O[C@@H]1[C@H](O)[C@H](C)OCc1ccccc1)OC,-2,-3,nt,1,nt,-8,-10,-0.4,-1,nt
O=C(N[C@@H](Cc1ccc(O)cc1)C(=O)O)c1cccnc1,3,-1,6,-5,-10,14,18,0.2,-1,-12
Cc1cc(C)c(NC(=O)CSc2nc3c(c(=O)n2C)SC(C)C3)c(C)c1 (stereo not given),2,-9,2,-2,0,9,25,0.2,6,-3
COCCN1CN=C(Nc2nc3ccccc3o2)NC1,-6,?,1,-3,4,-8,17,0.5,-83,-19
COc1ccc(C2C3CCCCC3(O)CCN2C(=O)c2cccs2)cc1 (stereo not given),-3,1,0,-9,-2,7,13,-0.1,-3,4
CCOc1cccc(N2C(=O)CC(N3CCN(c4ccc(S(=O)(=O)CC)cc4)CC3)C2=O)c1 (stereo not given),0,6,1,2,-2,-2,45,-0.2,6,-15
CSc1cccc(NC(=O)/C=C/c2ccc(Cl)cc2)c1,19,4,-3,19,3,31,-28,1.4,-160,-61
CC(C)C[C@H](NC(=O)C1CC(=O)N(c2ccc3c(c2)OCO3)C1)C(=O)NCc1ccco1 (stereo not given in full),3,-3,2,3,-12,1,2,0.4,-5,-31
CCS(=O)(=O)n1nc(-c2ccccc2)nc1N,18,-4,1,-3,3,22,27,-1.3,7,-42
c1ccc(-c2nnsc2Sc2ccccn2)cc1,5,0,-3,-2,-1,3,25,2.6,-91,-26
Cc1ccc(C(=O)CSc2nnc(N)s2)c(C)c1,16,4,1,-7,2,45,15,1.9,-92,-88
O=C(CN1C(=O)c2ccccc2C1=O)NCCc1c[nH]c2ccccc12,1,17,0,4,1,-13,27,0.1,-10,-28
CC(C)(C)C(=O)N1N=C(c2ccc(NS(C)(=O)=O)cc2)CC1c1cccs1 (stereo not given),4,19,3,50*,2,3,17,0.3,-26,3
Clc1ccc(CN2C3=NCCCN3c3ccccc32)c(Cl)c1,-9,0,-1,-3,-2,13,30,1.9,-4,-19
COC(=O)c1ccc2c(=O)[nH]c(COC(=O)CCC(=O)c3ccc(Cl)cc3)nc2c1,-2,6,nt,-3,nt,-5,-9,0.5,2,nt
COc1ccccc1NC(=S)N1CCC(C(=O)c2ccc(F)cc2)CC1,3,19,-2,1,-2,18,6,-0.1,-5,-12
CCCCCc1cc(=O)oc2c(C(CCN3CCCC(C)C3)c3ccc(N(C)C)cc3)c(OC)cc(OC)c12 (stereo not given),-6,7,nt,1,nt,-22,10,-0.5,22,nt
COc1ccc(-c2cc3ccccc3n2CC(O)CNC(CO)(CO)CO)cc1 (stereo not given),3,-12,2,-10,-1,1,-9,1.1,-13,5
CN1CCN(S(=O)(=O)c2ccc3[nH]c(=O)oc3c2)CC1,-12,-3,0,4,-11,-4,16,0.1,12,-17
NC(=O)C1=C[C@@H](c2ccccc2)C[C@@H](OCCCCO)O1,0,-3,nt,0,nt,-10,30,0.4,-7,nt
Cc1ccc(NC(=O)CCN2CCc3ccccc3C2)cc1,-6,-1,6,-3,1,-6,44,0.1,-7,-17
CCOC(=O)n1ccc(C(=O)Nc2ccccc2F)n1,16,18,-1,-4,-5,10,-4,0.9,-59,-19

# Other structures follow.
SMILES,HSF1 inhib,Platelet DG rel,HSP90 inh,SKKanGAS inh,IEC-6 cytotox,HSF1 activator,AI-2 QS mod,HIF activator,aSyn UTR inh,KLF5 inh
O=C(CCCc1nc2ccccc2s1)N1CCN(c2ccccc2)CC1,15,-8,7,-12,-6,3,-5,0.0,-29,-53
Cc1nonc1NC(=O)CSc1cn[nH]n1,2,7,-2,0,0,30,22,0.1,6,-10
Cc1cc(C)c(NS(=O)(=O)c2ccc3c(c2)NC(=O)CC(=O)N3)c(C)c1,-3,3,-4,7,-8,7,-8,-0.3,-48,-26
Cc1ccc(-c2nn[nH]n2)o1,-58*,6,1,-13,1,-70,12,-0.4,1,12
Cc1ccc(C(=O)NC2CCCc3ccccc32)cc1[N+](=O)[O-] (stereo not given),6,7,-4,-2,14,1,13,0.3,8,-1
CC(C)(C)OC(=O)[C@H](Cc1ccccc1)NC(=O)c1[nH]cnc1C(=O)Nc1cccc(Cl)c1,4,-2,nt,72*,nt,-5,12,-0.2,14,nt
O=C(CSc1nc2sc3c(c2c(=O)n1-c1ccccc1)CCCC3)N/N=C/c1ccc(C(=O)O)cc1,-3,-24,4,12,-1,3,0,-0.2,7,-3
O=C(NCCc1ccc(F)cc1)N1CCOCC1,-4,2,-1,0,0,19,-8,0.8,-31,-4
CC(=O)Nc1ccc(NC(=O)CSc2ccc(-c3sc(C)nc3C)nn2)cc1,-3,2,-2,3,3,-11,8,0.3,-9,-17
Cc1ccc(S(=O)(=O)N2CCCC(C(=O)NC3=NCCS3)C2)cc1 (stereo not given),nt,-1,0,-2,-1,nt,22,0.7,23,-32
Cc1nc2ccc(NC(=O)c3nn(C(C)C)c(=O)c4ccccc34)cc2s1,7,-9,7,5,3,28,38,-0.6,16,-16
